IP6K1 inhibitor: Primary qHTS assay for small molecule inhibitors of Inositol hexaphosphate kinase 1 (IP6K1); Inositol hexakisphosphate kinase 1 (Homo sapiens), Q92551; IP6K1 kinase, ADP-Glo luminescence, 2 h; stronger effect = lower value; activity change, % (series mostly up to about 58 µM); hit rate 0.81% among 140,000; in the data active = activity change below about -25%
Target sequence (Q92551 whole entry, looked up): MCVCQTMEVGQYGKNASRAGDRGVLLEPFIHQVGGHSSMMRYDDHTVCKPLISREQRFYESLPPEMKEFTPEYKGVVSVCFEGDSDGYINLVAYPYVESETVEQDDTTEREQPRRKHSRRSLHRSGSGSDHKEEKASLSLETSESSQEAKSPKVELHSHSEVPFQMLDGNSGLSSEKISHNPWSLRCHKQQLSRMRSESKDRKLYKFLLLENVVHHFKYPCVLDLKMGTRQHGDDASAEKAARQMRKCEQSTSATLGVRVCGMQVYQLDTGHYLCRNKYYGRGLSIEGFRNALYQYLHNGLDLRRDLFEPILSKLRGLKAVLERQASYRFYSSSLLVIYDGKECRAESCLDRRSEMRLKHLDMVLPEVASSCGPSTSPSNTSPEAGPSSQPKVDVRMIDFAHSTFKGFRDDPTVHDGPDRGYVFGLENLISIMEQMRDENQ
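ADP-Glo luminescence measures ADP made by human IP6K1 during a 2 h RT reaction with ATP/IP6 (mix at 1.3 mM/130 uM); top library doses 57.5 and 19.1 uM final.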
SNCA expr inh: Primary qHTS assay for inhibitors of alpha-synuclein gene (SNCA) expression; HEK-293 SNCA-luciferase knock-in, luminescence, 24 h; hit rate 0.17% among 140,000; Potency, µM (doses to about 57.2 µM), for inactives: at the highest dose activity change, negative = inhibition, usual class: inhibitors;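 note: potency is the fitted concentration of half-maximal effect; plate controls were DMSO cells for no effect and cell-free wells for full effect; nearly all actives have a fitted effect of over 45% in size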
NIH3T3 tox: Cytotoxic Profiling in NIH 3T3 Cell Line of Diverse Libraries Using Quantitative High-Throughput Screening | NIH 3T3 viability, CellTiter-Glo ATP luminescence, 48-72 h | hit rate 4.3% among 94,000 | Potency, µM (doses to about 96.7 µM), inactives show top-dose activity change, negative = cytotoxicity, usual class: inhibitors; note: potency is the fitted concentration of half-maximal effect; nearly all actives have a fitted effect of over 55% in size
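NIH 3T3 cells at 400 cells/well received 23 nL of compound by pintool and were incubated 48 or 72 h at 37 °C. Viability was read as ATP-coupled CellTiter-Glo luminescence.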
SNCA viab count: GF-AFC viability counterscreen for inhibitors of alpha-synuclein gene (SNCA) expression | Potency, µM (top dose mostly 57.1 µM), without a hit: at the highest dose activity change, negative = cytotoxicity, most hits filed as cytotoxic | HEK-293-SNCA-luc viability, GF-AFC fluorescence, 24 h | hit rate 0.12% among 150,000 | AID 1671193, 2021;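 note: potency is the fitted concentration of half-maximal effect; 0% = DMSO-treated cells and -100% = medium-only wells without cells; nearly all actives have a fitted effect of over 30% in size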
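HEK-293-SNCA-luc cells (1500/well) plated 24 h, then exposed 24 h to a dilution series; GF-AFC added 30 min at 37C, fluorescence 405/540 nm; normalised to medium-only and DMSO wells, Hill fit.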
HEK293 tox: Cytotoxic Profiling in HEK 293 Cell Line of Diverse Libraries Using Quantitative High-Throughput Screening; Potency, µM (top dose mostly 115 µM), for inactives: at the highest dose activity change, negative = cytotoxicity, usual class: inhibitors; HEK 293 viability, ATP luminescence (CellTiter-Glo), 48-72 h; hit rate 6.6% among 94,000; note: potency is the fitted concentration of half-maximal effect; nearly all actives have a fitted effect of over 60% in size
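HEK 293 cells seeded at 250 cells/well were exposed to compound for 48 or 72 hr at 37 degree Celsius. Viability taken as ATP content by CellTiter-Glo luminescence.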
GPT2 inh: Primary qHTS assay for inhibitors of Glutamate pyruvate transaminase 2 (GPT2). Potency, µM (top dose mostly 57.7 µM), for the others: at the top dose activity change, negative = inhibition, most hits filed as inhibitors. Recombinant GPT2, coupled pyruvate oxidase/HRP Amplex Red fluorescence. hit rate 0.25% among 100,000. Alanine aminotransferase 2 (Homo sapiens), Q8TD30; note: potency is the fitted concentration of half-maximal effect; nearly all actives have a fitted effect of over 60% in size; many of its hits are not listed in these tables
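Recombinant GPT2 (10ng/uL) with 250uM a-KG and 2mM L-alanine, 30 min at room temperature, in HEPES pH 7.5 buffer. Pyruvate detected by pyruvate oxidase/HRP/Amplex Red fluorescence after 30 min in the dark; AOA (50uM) as positive control.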
Luciferase inh: Firefly luciferase inhibition profiling of diverse chemical library using quantitative high-throughput screening; Luciferin 4-monooxygenase (Photinus pyralis), P08659; Potency, µM (highest dose often 115 µM), for inactives: at the top dose activity change, negative = inhibition, usual class: inhibitors; hit rate 2.5% among 76,000; AID 1347043, 2019; purified P. pyralis luciferase, luminescence, biochemical; note: potency is the fitted concentration of half-maximal effect; nearly all actives have a fitted effect of over 65% in size
Target sequence (P08659 whole entry, looked up): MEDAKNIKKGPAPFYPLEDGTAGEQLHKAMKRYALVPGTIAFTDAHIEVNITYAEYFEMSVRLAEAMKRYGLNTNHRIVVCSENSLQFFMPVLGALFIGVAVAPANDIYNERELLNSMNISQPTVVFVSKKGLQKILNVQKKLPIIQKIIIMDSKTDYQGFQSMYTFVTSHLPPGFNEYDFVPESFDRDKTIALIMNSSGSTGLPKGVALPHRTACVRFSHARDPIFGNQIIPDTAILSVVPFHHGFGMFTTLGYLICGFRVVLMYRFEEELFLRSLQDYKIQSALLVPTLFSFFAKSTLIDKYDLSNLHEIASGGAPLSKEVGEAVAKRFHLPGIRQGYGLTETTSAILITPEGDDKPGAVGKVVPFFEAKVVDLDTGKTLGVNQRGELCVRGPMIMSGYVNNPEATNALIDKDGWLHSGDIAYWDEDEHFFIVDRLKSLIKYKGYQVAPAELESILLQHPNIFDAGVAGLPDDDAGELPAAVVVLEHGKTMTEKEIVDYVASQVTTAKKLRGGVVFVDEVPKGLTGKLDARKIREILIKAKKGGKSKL
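FLuc 10nM, D-luciferin 10uM, ATP 10uM, Mg acetate 10mM, Tris acetate pH 7.5, Tween/BSA; cpd qHTS; enzyme added last; CCD luminescence.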
Numbers without * were called inactive; i = inactive; ? = inconclusive; . = not tested or not shown; & = joins results of further samples; [ ] = dose if it differs, or a comment. Unless noted, calls come from the whole dose curve; as a rule, active = well fitted curve in the direction sought with a large enough effect; inconclusive = small, poorly fitted or top-dose-only effect, or another doubt; inactive = no such curve, though single readings can be large; an effect the other way counts as inactive or inconclusive. Unless noted, % is set by controls: 0 for no effect and ±100 for the full control effect.

SMILES	IP6K1 inhibitor	SNCA expr inh	NIH3T3 tox	SNCA viab count	HEK293 tox	GPT2 inh	Luciferase inh
O=C(NCc1ccc2c(c1)OCO2)C1Cn2cccc2C(=O)N1Cc1ccccc1 (stereo not given)	0	-23%	-30%	-11%	-19%	4%	-2%
Cc1cc2c(cc1S(=O)(=O)C(C)CC(=O)NC1CCC(C)CC1)OCC(=O)N2 (stereo not given)	34	-1%	.	-13%	.	.	.
O=C(NC1CCCC1)NC1CCCN(c2ccc3nnc(C4CC4)n3n2)C1 (stereo not given)	19	.	-14%	.	2%	.	.
O=C(c1cccc(Cl)c1)N1CCC2(CC1)N=C(c1cccc(Br)c1)NO2	2	-10%	?	6%	?	i	28%
COCCNC(=O)C(NC(=O)CC(C)C)C1CCN(C(=O)c2ccccc2C)CC1 (stereo not given)	-11	12%	i	7%	-4%	i	4%
CCOc1ccc(Cn2c(CNS(=O)(=O)c3cccc(Cl)c3)nc3cccnc32)cc1	-6	2%	.	2%	.	.	.
CCSc1nc2sc3c(c2c(=O)n1-c1ccc(C)cc1)CCCC3	-6	2%	.	0%	.	.	.
CCn1ccc(C(=O)N2CCCC(c3nn(C)c(=O)n3-c3ccccc3)C2)n1 (stereo not given)	9	-34%	i	-3%	-7%	i	-3%
O=C(Nc1c(C(=O)O)oc2ccccc12)c1ccc(C(F)(F)F)cc1	-20	31%[activator]	.	-20%	.	.	.
O=C(Nc1cccc(F)c1)N1CCOc2ccc(CN3CCc4ccccc4C3)cc2C1	-15	-7%	?	-3%	?	2%	-2%
CN1CC(=O)N/C1=N/C(=O)Nc1cccc(Cl)c1	17	7%[25.6 µM]	.	14%[23.9 µM]	.	0%&-3%	.
CN1C(=O)CS(=O)(=O)C12CCN(C(=O)c1cc(F)ccc1Cl)CC2	2	35%[activator]	-7%	3%	2%	4%	-6%
CC(=O)N1CCOc2ccc(CCC(=O)NCCN3CCCCC3C)cc2C1 (stereo not given)	-3	16%	1%	-10%[12.5 µM]	i	2%	5%
Cc1ccc(NC(=O)c2ccc(-n3c(C)nnc3C)cc2)cc1F	-16	3%	.	-4%	.	.	.
Cc1ccc(-c2c(C(=O)NC3CCCCC3)nc3sccn23)cc1	2	-22%[87.6 µM]	-22%[138 µM]	-18%[87.6 µM]	?	0%[88.5 µM]	.
CCCCN(CC)CCNC(=O)C1CCCN(c2ncnc3onc(C)c23)C1 (stereo not given)	-15	-10%	.	4%	.	.	.
O=C1Nc2cc(Cl)ccc2C(=O)N2CC[C@H](NS(=O)(=O)c3cccs3)[C@@H]12	0	6%[87.6 µM]	-21%[174 µM]	-5%[87.6 µM]	-3%[172 µM]	i	1%[172 µM]
Cc1ccc(CNCc2ccccc2Cl)s1	-4	52%[activator]	.	4%	.	.	.
Cc1ccc(-n2nc(C(C)(C)C)cc2NC(=O)Nc2cc(COc3cccnc3)[nH]n2)cc1	10	.	.	-15%	.	2%	.
Cc1ccc(-c2c(C)n3c4c(=O)n(C)c(=O)n(C)c4nc3n2-c2cccc(O)c2)cc1	4	?	.	28%	.	.	.
COC(=O)[C@H](Cc1ccc(OC)cc1)NC(=O)[C@@H]1CN(C(=O)NC(C)C)CCN1S(C)(=O)=O	-12	26%	-7%	1%	3%	-13%	-2%
Cc1noc(C)c1S(=O)(=O)N(C)Cc1ccc(F)cc1	-4	-8%[87.6 µM]	-18%[138 µM]	16%[87.6 µM]	-30%[172 µM]	i	-4%[172 µM]
COc1ccc(C(=O)N[C@@H]2C[C@H](COc3cccc(C)n3)[C@@H](O)[C@H]2O)cc1	7	-20%[87.6 µM]	-23%[174 µM]	-13%[87.6 µM]	?	-1%[88.5 µM]	0%[172 µM]
CCc1cccc(NC(=O)c2c(C)oc3nc(C)nc(N4CCCC4)c23)c1	4	-4%	.	-24%	.	.	.
O=C(O)c1cccc(-c2cnccn2)c1	-9	104%[activator][87.6 µM]	5%[174 µM]	6%[87.6 µM]	4%[230 µM]	-12%[88.5 µM]	.
COc1ccc(C(=O)c2cn(Cc3ccccc3)c3ccccc3c2=O)cc1OC	-6	39%[activator]	.	-21%	.	.	.
Cc1cccc(C(=O)N2C[C@@H]3CCCN4CCC[C@@H]([C@H]34)[C@H]2CCCC(=O)NCC2CC2)c1	-1	0%	i	-5%	i	i	-6%
CCc1ccc(CNC(=O)c2ccc3c(c2)N=C(C)c2cc(C)ccc2S3)cc1	38	?	.	-20%	.	.	.
CCc1cccc(NS(=O)(=O)c2ccc3c(c2)CC(C)N3C(=O)C2CC2)c1 (stereo not given)	-14	?	.	-13%	.	.	.
Cc1ccc(CS(=O)(=O)c2ncc(Cl)c(C(=O)Nc3nc4ccc(F)cc4s3)n2)cc1	-28*	?	.	9%	.	.	.

Given as a markdown table: entries from further up.
| mol | IP6K1 inhibitor | SNCA expr inh | NIH3T3 tox | SNCA viab count | HEK293 tox | GPT2 inh | Luciferase inh |
| --- | --- | --- | --- | --- | --- | --- | --- |
| CCCCN(CC)CCNC(=O)C1CCCN(c2ncnc3onc(C)c23)C1 (stereo not given) | -15 | -10% | . | 4% | . | . | . |
| O=C1Nc2cc(Cl)ccc2C(=O)N2CC[C@H](NS(=O)(=O)c3cccs3)[C@@H]12 | 0 | 6%[87.6 µM] | -21%[174 µM] | -5%[87.6 µM] | -3%[172 µM] | i | 1%[172 µM] |
| Cc1ccc(CNCc2ccccc2Cl)s1 | -4 | 52%[activator] | . | 4% | . | . | . |
| Cc1ccc(-n2nc(C(C)(C)C)cc2NC(=O)Nc2cc(COc3cccnc3)[nH]n2)cc1 | 10 | . | . | -15% | . | 2% | . |
| Cc1ccc(-c2c(C)n3c4c(=O)n(C)c(=O)n(C)c4nc3n2-c2cccc(O)c2)cc1 | 4 | ? | . | 28% | . | . | . |
| COC(=O)[C@H](Cc1ccc(OC)cc1)NC(=O)[C@@H]1CN(C(=O)NC(C)C)CCN1S(C)(=O)=O | -12 | 26% | -7% | 1% | 3% | -13% | -2% |
| Cc1noc(C)c1S(=O)(=O)N(C)Cc1ccc(F)cc1 | -4 | -8%[87.6 µM] | -18%[138 µM] | 16%[87.6 µM] | -30%[172 µM] | i | -4%[172 µM] |
| COc1ccc(C(=O)N[C@@H]2C[C@H](COc3cccc(C)n3)[C@@H](O)[C@H]2O)cc1 | 7 | -20%[87.6 µM] | -23%[174 µM] | -13%[87.6 µM] | ? | -1%[88.5 µM] | 0%[172 µM] |
| CCc1cccc(NC(=O)c2c(C)oc3nc(C)nc(N4CCCC4)c23)c1 | 4 | -4% | . | -24% | . | . | . |
| O=C(O)c1cccc(-c2cnccn2)c1 | -9 | 104%[activator][87.6 µM] | 5%[174 µM] | 6%[87.6 µM] | 4%[230 µM] | -12%[88.5 µM] | . |
| COc1ccc(C(=O)c2cn(Cc3ccccc3)c3ccccc3c2=O)cc1OC | -6 | 39%[activator] | . | -21% | . | . | . |
| Cc1cccc(C(=O)N2C[C@@H]3CCCN4CCC[C@@H]([C@H]34)[C@H]2CCCC(=O)NCC2CC2)c1 | -1 | 0% | i | -5% | i | i | -6% |
| CCc1ccc(CNC(=O)c2ccc3c(c2)N=C(C)c2cc(C)ccc2S3)cc1 | 38 | ? | . | -20% | . | . | . |
| CCc1cccc(NS(=O)(=O)c2ccc3c(c2)CC(C)N3C(=O)C2CC2)c1 (stereo not given) | -14 | ? | . | -13% | . | . | . |
| Cc1ccc(CS(=O)(=O)c2ncc(Cl)c(C(=O)Nc3nc4ccc(F)cc4s3)n2)cc1 | -28* | ? | . | 9% | . | . | . |

Later entries:
SMILES	IP6K1 inhibitor	SNCA expr inh	NIH3T3 tox	SNCA viab count	HEK293 tox	GPT2 inh	Luciferase inh
CN(C)C[C@@H]1CN(S(C)(=O)=O)C[C@H]1NC(=O)Cc1cccc(F)c1	-1	?	i	4%	-2%	-1%	5%
CCCCc1ccc(C(=O)Nc2ccc3nc(N(CC)CC)cc(C)c3c2)cc1	34	-29%	.	6%	.	.	.
COc1ccc(N2C(=O)CS(=O)(=O)C23C(=O)N(Cc2ccccc2)c2ccccc23)cc1 (stereo not given)	16	5%	.	1%	.	.	.
COc1ccc(S(=O)(=O)NCCS(=O)(=O)N2CCN(c3ccccc3)CC2)cc1OC	39	20%	.	2%	.	.	.
Cc1ccc(OCCCn2c(C3CC(=O)N(c4cccc(Cl)c4)C3)nc3ccccc32)c(C)c1 (stereo not given)	0	15%	.	12%	.	.	.
COC(=O)c1ccnc(-c2cc(C(=O)Nc3ccc(C4(N)CC4)cc3)ccn2)c1	-12	.	.	-17%	.	i	.
COc1ccc(CCNC(=O)c2ccc3c(c2)CCN3S(=O)(=O)c2ccccc2)cc1	-11	-30%	.	5%	.	.	.
CCOC(=O)[C@H]1O[C@@H]1C(=O)N[C@@H](CC(C)C)C(=O)NCCC(C)C	-10	.	.	?	.	i	.
Cc1ccccc1CNC(=O)CN1C(=O)CSc2ccc(S(=O)(=O)N(C)C)cc21	4	-1%	.	-14%	.	.	.
Cc1c(CO)cccc1NC(=O)c1ccc(CN2CCCC(C)C2)cc1 (stereo not given)	-8	5%	-21%	-9%	5%	-4%[11.5 µM]	4%
COc1ccc(-c2[nH]nc3ncc(-c4ccc(CO)cc4)nc23)cc1F	-4	.	28µM*	.	35µM*	3%[88.5 µM]	-16%[172 µM]
Cc1ccc(Cl)cc1NC(=O)CCC(=O)N1CC(C)Sc2ccccc21 (stereo not given)	14	-9%	.	-11%	.	.	.
CC(=O)N1CCC(c2nn(-c3ccc(F)cc3)c(=O)[nH]2)CC1	8	7%[87.6 µM]	-21%[138 µM]	?	-22%[172 µM]	-8%[88.5 µM]	-2%[172 µM]
O=C1N(CCc2ccccc2)c2ccccc2C12CCN([S+](=O)([O-])c1cccs1)C2 (stereo not given)	1&33	?	?	6%&-29%	?	-2%	3%&-7%
O=C(c1ccccc1)N1CCC2(CC1)C(=NC1CCCCC1)NC(=O)N2c1cc(F)cc(F)c1	1	-19%	32µM*	-6%	-9%	?	.
COc1ccccc1N1CCN(Cc2ccc(=O)n(C)c2)CC1	-4	?	-7%	-4%	-20%	-7%	6%
COc1ccc(-c2cc3ccc(O)c(CN4CCCC(C)C4)c3oc2=O)cc1 (stereo not given)	18	57%[activator]	.	?	.	.	.
Cc1ccc(CN2C[C@H]3CN(Cc4ccc(C(=O)O)cc4)CCN3C2=O)cc1	3	-29%[87.6 µM]	-5%[138 µM]	5%[87.6 µM]	-9%[172 µM]	i	-8%[172 µM]

Assay outcomes: PubChem, National Center for Advancing Translational Sciences (NCATS)

An excerpt; rates above refer to the full screens.
